Shn3 3UTR inh: reduction of Shn3 3'UTR firefly luciferase signal, primary screen, Schnurri-3 inhibitor project, cell-based, Clone20 osteoblasts, set 2; Clone20 osteoblast Shn3 3'UTR firefly luciferase, 24 h; inhibition, % at 12.5 µM; 0.52% of 360,000 active;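 active = mean inhibition of at least 75% with every replicate also reaching 75%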;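 also: 0% = median of neutral control wells and 100% = pilot-screen positive control compound; some compounds past the cut are filed as inactive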
Peg3 promoter: Peg3 promoter-driven luciferase inhibitors, primary screen, cell-based, HeLa, luciferase luminescence; 1.7% of 360,000 active; inhibition, % at 20 µM; HeLa PEG-Prom luciferase reporter, overnight;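 active = inhibition of at least 50% at 20 µM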
C8 TRAIL sens: viability loss with TRAIL in NB7+C8 cells, primary screen, TRAIL sensitizer project, cell-based, ATPlite luminescence. inhibition (viability loss, TRAIL sensitization), % at 10 µM. 1% of 360,000 active;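 active = compounds causing at least 50% loss of cell viability in the single-dose screen, relative to plate controls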
NR2E3 ag-1: NR2E3 agonists in two-hybrid cells, primary screen, cell-based, luminescence, CHO-S, Gal4-NCOR/VP16-NR2E3; inhibition of corepressor binding, % at 3.98 µM; AID 602229, 2012; Photoreceptor-specific nuclear receptor (Homo sapiens), Q9Y5X4; luciferase; 0.35% of 360,000 active;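 active = inhibition above the mean of all tested compounds plus 3 SD, cut at about 70% in these data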;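 also: 0% = DMSO with NR2E3 transfected cells and 100% = cells lacking NR2E3 construct; higher means lower luciferase signal from less NR2E3 corepressor binding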
Target sequence (Q9Y5X4 whole entry, looked up, the tested form may be a part): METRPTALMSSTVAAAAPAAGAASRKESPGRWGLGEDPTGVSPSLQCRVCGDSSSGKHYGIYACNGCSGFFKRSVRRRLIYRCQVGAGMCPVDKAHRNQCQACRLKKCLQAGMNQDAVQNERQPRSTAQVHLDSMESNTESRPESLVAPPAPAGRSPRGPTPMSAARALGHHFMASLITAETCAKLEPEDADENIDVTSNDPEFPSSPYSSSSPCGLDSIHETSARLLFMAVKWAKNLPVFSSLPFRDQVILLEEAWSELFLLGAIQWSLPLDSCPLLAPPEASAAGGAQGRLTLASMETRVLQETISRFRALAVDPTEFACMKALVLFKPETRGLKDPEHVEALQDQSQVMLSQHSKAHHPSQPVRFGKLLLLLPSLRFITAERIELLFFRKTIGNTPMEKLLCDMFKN
NR2E3 ag-2: inhibitors of NR2E3-RetCOR corepressor binding, primary screen, NR2E3 agonist project, biochemical, TR-FRET, GST-NR2E3, biotin-RetCOR | Photoreceptor-specific nuclear receptor (Homo sapiens), Q9Y5X4 | 1536-well | inhibition of corepressor binding, % at 4.78 µM | 0.12% of 320,000 active | AID 2300, 2010;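 active = percent inhibition above the cutoff of mean plus 3 SD of all tested compounds, set per screening campaign, cut at about 20% in these data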;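 also: 0% = DMSO wells and 100% = biotin wells as full block of FRET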
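System: GST-tagged NR2E3 plus biotinylated RetCOR corepressor; Buffer or medium: pH 7.5 Tris-based buffer; Probe or stimulus: RetCOR corepressor, biotinylated, 7 nM; Doses: compound at 4.8 µM, single dose; Schedule: 5 h incubation at 4 °C; Technique: time-resolved FRET; Evaluation: percent inhibition of TR-FRET ratio; Replication: one well per compound, singlicate testing.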
MITF TRPM1 inh: inhibitors of MITF-dependent TRPM1 promoter reporter, primary screen, cell-based, SK-MEL-5, single point, luciferase | SK-MEL-5 TRPM1 promoter luciferase, 24 h | inhibition, % at 12.5 µM | 0.83% of 330,000 active;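 active = mean inhibition across replicates of 60% or more, whatever share of single replicates reaches that level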; also: values of inactives mirror those of a sister screen read the other way
KKLEB cytotox: cytotoxicity in KKLEB CF airway cells, primary screen, cytotoxicity control for CF NF-kB inhibitor project, cell-based, uHTS, fluorescence assay plates | 0.36% of 360,000 active | KKLEB CF airway cells viability, ATPlite luminescence, overnight; active compounds read low; cells stimulated with P. aeruginosa culture filtrate | activity change (cytotoxicity), % at 5 µM | AID 602141, 2011;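 active = corrected activity change at or below -50% at 5 µM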
HIF-2a inh: HIF-2a reporter inhibitors, primary screen, luminescence, 786-0 RCC cells | 786-0 RCC cells HIF-2a reporter, luciferase luminescence, overnight | inhibition, % at 18.8 µM | 0.72% of 360,000 active;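 active = inhibition of the luminescence signal of 40% or more relative to plate controls, in a single-dose primary screen at 18.75 µM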
TWEAK Fn14 block: inhibitors of TWEAK-Fn14 signaling, primary screen, luciferase reporter cells, uHTS | TWEAK-stimulated Fn14 reporter cells, luciferase luminescence, 8 h | inhibition, % at 10 µM | 2% of 360,000 active; in the data active = inhibition above about 50%
TROY NFkB inh: inhibitors of TROY-driven NF-kB signaling, primary screen, Q293 LMP1-TROYcd cells, NF-kB luciferase, uHTS; Q293 LMP1-TROYcd NF-kB luciferase reporter, 4 h; inhibition, % at 10 µM; 0.98% of 360,000 active;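 active = compounds whose plate-normalised and pattern-corrected inhibition of the luciferase reporter signal at the single screening dose is 50% or more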
CF NFkB block: inhibitors of PAF-induced NF-kB signaling, primary screen, cell-based, GFP fluorescence, uHTS | KKLEB NF-kB-GFP reporter, GFP fluorescence overnight | 0.86% of 360,000 active | inhibition, % at 5 µM;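 active = at least 50% inhibition at 5 µM, scaled per plate between neutral and stimulator controls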;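 also: PAF is a Pseudomonas aeruginosa culture filtrate used as stimulus; plate controls were PAF-stimulated DMSO wells for no effect and unstimulated DMSO wells for full effect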
* hit, by the source's call; x = not tested or not shown. Not all compounds are listed. The share of hits here may be higher or lower than overall.

SMILES	Shn3 3UTR inh	Peg3 promoter	C8 TRAIL sens	NR2E3 ag-1	NR2E3 ag-2	MITF TRPM1 inh	KKLEB cytotox	HIF-2a inh	TWEAK Fn14 block	TROY NFkB inh	CF NFkB block
CN(C)C1=NCCN1CCCC1CCCCC1	9	-9	14	-14	1	3	3	7	5	5	-9
CN1CCN(C(=S)c2ccc(N(C)C)cc2)CC1	-19	17	-14	19	2	7	3	9	6	9	2
Nc1nc(N)c2ncc(C(=O)CCc3ccccc3)nc2n1	13	-12	3	-19	2	5	-10	3	3	-8	10
O=S(=O)(c1ccccc1)C1Cc2ccccc2C1Cl (stereo unspecified)	x	-4	-2	-17	0	x	-1	3	7	11	0
Cc1ccc2c(c1)C1CC(C)(O2)N(c2cccc(C(=O)NCc3ccccn3)c2)C(=O)N1 (stereo unspecified)	3	3	-5	-18	1	0	13	6	15	0	-3
Oc1ccc(-c2cn3c(n2)SCC3)cc1	-26	-49	-4	-9	-1	-17	1	-57	-2	-12	-4
COc1cccc(CN(C)C(=O)CCc2nnc(-c3ccsc3)o2)c1	-20	-91	-1	-37	0	-17	10	-104	-7	-49	-7
COc1ccccc1N1CCN(C(=O)c2c(-c3ccccc3)noc2C)CC1	15	27	3	-47	-1	20	-6	10	6	0	8
OCCCN=c1cc(-c2ccccc2)oc2ccc(Cl)cc12	-88	-53	24	-143	1	-7	9	-142	-111	-122	-117
CC(C)(C)N(Cc1ccccc1)C(=O)COC(=O)[C@@H]1CCCN1C(=O)c1cccs1	18	13	-3	1	-1	8	3	6	2	-9	12
CN(c1ccccc1)C1CCCCC1NS(=O)(=O)c1ccc(Cl)cc1 (stereo unspecified)	20	23	7	-4	2	-9	-9	31	18	9	15
Cc1ccc(CN2C3CCCC2CC(NC(=O)c2ccc(F)cc2)C3)cc1 (stereo unspecified)	-12	-5	2	-17	1	-1	-6	15	2	6	11
C[C@H](c1ccccc1)N1C[C@@H](COCc2ccccc2)Oc2cc(N3CCC[C@@H]3CO)ccc2S1(=O)=O	x	x	-1	-31	x	x	x	3	1	-13	x
FC(F)(F)c1nnc2ccc(N3CCN(c4ccccc4)CC3)nn12	2	1	-14	7	5	-2	-3	14	-7	4	3
O=C(O)CNC(=O)c1ccc(NC(=O)/C(=C/c2ccccc2)NC(=O)c2ccccc2Br)cc1	15	-3	9	-11	x	-2	0	6	13	-7	9
O=C(NC1CCS(=O)(=O)C1)C1C2CC3CC(C2)CC1C3 (stereo unspecified)	-3	4	-1	-24	2	5	45	11	-2	14	-10
CCCN(CC(=O)Nc1ccccc1C)C(=O)COC(=O)CSc1ccc([N+](=O)[O-])cc1	-86	-4	-23	-14	-3	7	16	6	5	-3	13
CCOc1cc(C)c(Cl)cc1S(=O)(=O)NCCOC	-17	1	-5	-9	-2	6	9	12	2	-14	0
Cc1nn(C)c(Cl)c1CN1CCCC(CO)(Cc2cccc(Cl)c2)C1 (stereo unspecified)	37	4	4	0	1	15	-1	18	1	14	-10
CC(NC(=O)Nc1ccccc1)C(c1ccccc1)N1CCOCC1 (stereo unspecified)	6	14	-11	-11	0	-3	12	5	-6	-7	-14
Cc1ccsc1C(=O)N1CCN(c2ncc(C(F)(F)F)cc2Cl)CC1	6	-12	7	7	0	10	1	0	-11	-1	3
CCOc1ccc(C(=O)Nn2cnnc2)cc1OCC	-5	13	-10	0	4	7	5	14	8	-8	18
CCNC(=O)c1ccc(C2SCC(=O)N2CCc2ccccc2)cc1 (stereo unspecified)	8	20	4	-13	0	14	10	11	-3	8	-14
Oc1c(C(c2ccco2)N2CCOCC2)sc2ncnn12 (stereo unspecified)	-15	-11	4	-65	0	x	7	2	2	-4	-13
Cc1onc(-c2ccccc2)c1C(=O)Nc1nncs1	-6	9	4	9	4	-6	3	7	19	-3	-7
Going on with the list.
SMILES	Shn3 3UTR inh	Peg3 promoter	C8 TRAIL sens	NR2E3 ag-1	NR2E3 ag-2	MITF TRPM1 inh	KKLEB cytotox	HIF-2a inh	TWEAK Fn14 block	TROY NFkB inh	CF NFkB block
Cn1cccc1/C=N/NC(N)=S	0	5	-3	-33	3	13	12	9	-2	-3	-1
Cc1nc(Oc2ccc(Cl)cc2)c2oc3ccccc3c2n1	7	-27	18	-16	-2	6	-6	5	2	-8	12
CCn1ccnc1CN(C)Cc1cn(-c2cccc(C)c2)nc1-c1cccc(F)c1	-5	16	7	40	0	6	-10	-19	-10	26	25
O=[N+]([O-])c1ccc(N=NNc2ccccc2)cc1	-51	-223	3	-47	3	-47	13	-175	-24	-48	-22
Cc1ccc(N(CC(=O)NCCSCc2ccco2)S(=O)(=O)c2ccc(F)cc2)cc1	12	19	-5	17	1	-1	4	15	0	17	-9
COc1ccc(NC(=O)COC(=O)c2ccc(F)cc2F)cc1	1	-9	-11	-31	-2	-3	-3	23	9	7	-4
O=C(Nc1ccc(S(=O)(=O)NCc2ccccc2)cc1)Nc1ccc2c(c1)OCO2	-5	-112	-1	-50	0	-40	-7	-122	-13	17	-20
C=CCn1c(SCC(=O)c2ccc(O)c(O)c2)nnc1-c1ccc(OC)cc1	-7	0	21	7	5	-2	13	13	0	16	-42
CC1(C)Cc2nc3sc4c(N(CCO)CCO)ncnc4c3cc2CO1	-10	-30	3	-16	-6	-15	2	-73	2	-14	0
COc1ccc(OCC(=O)N/N=C(\C)CC(=O)Nc2cccc([N+](=O)[O-])c2)cc1	-13	6	-4	-2	1	1	11	1	-13	-12	-3
COc1ccc(N2CCN(C(=O)C3=NNC(=O)CC3)CC2)cc1	-15	0	-2	28	-1	-6	11	8	9	5	-16
Nc1c2c(=O)[nH]c(O)cc2nn1-c1ccccc1	-5	0	-6	5	x	10	-2	2	6	-11	0
Cc1cccc(C(=O)O/N=C(\N)c2ccc(Cl)cc2)c1	-108	-232	34	-35	3	-28	12	-159	8	-21	-32
CC1CCN(c2c(NCC3CCC(C(=O)NC4CCCCCC4)CC3)c(=O)c2=O)CC1 (stereo unspecified)	6	15	-3	-33	-2	6	0	14	-10	17	-4
O=C(C/C(=N/O)c1ccccc1O)C(F)F	5	-2	-9	-5	0	-7	3	13	9	2	-16
S=C1NC[C@H](CC2CCCCC2)N1CC1CCCCC1	12	16	26	28	0	5	-9	10	9	12	42
COc1ccc(S(=O)(=O)NCc2ccccn2)c(C)c1C	-26	8	1	4	1	10	-6	14	9	-1	13
Cc1cccc(CNC(=O)C2CCC(=O)N(C3CC3)C2)c1 (stereo unspecified)	-6	-16	19	-9	-1	-8	3	-1	-1	20	2
Oc1ccccc1N1CCN(c2ncnc3scc(-c4ccc(F)cc4)c23)CC1	18	49	12	-5	4	7	9	23	25	15	34
O=C(CCn1c(=O)[nH]c2ccccc2c1=O)NCCSCc1ccccc1	3	14	-1	-10	-1	-10	8	16	4	3	7
CCC(C)N1CCC(Oc2ccc(C(=O)NCc3ccccn3)cc2)CC1 (stereo unspecified)	7	13	6	-6	2	-9	1	12	-5	8	-3
C[C@@H]1CN([C@H](C)CO)S(=O)(=O)c2ccc(Br)cc2O[C@@H]1CN(C)Cc1ccc(-c2ccccc2)cc1	24	28	10	22	x	x	-6	-6	-5	14	-3
Cc1ccc(S(=O)(=O)NC(=O)Nc2ccc(C)cc2C)cc1	-11	16	7	8	x	5	-9	9	-1	31	-5
Nc1nc(-c2ccccc2)cc(-c2ccccc2)n1	-24	-80	-2	4	x	-4	-8	-124	5	-56	-42
COCCNC(=O)CSc1nc2ccc(N3CCOCC3)cc2c(=O)n1Cc1ccc(OC)cc1	-35	-191	-2	-81	3	-43	4	-172	-11	-31	2

As entered above.
CC1(C)Cc2nc3sc4c(N(CCO)CCO)ncnc4c3cc2CO1 | CF NFkB block: 0
Nc1c2c(=O)[nH]c(O)cc2nn1-c1ccccc1 | CF NFkB block: 0

Among those listed so far, 8 have a Cl atom.
SMILES	Shn3 3UTR inh	Peg3 promoter	C8 TRAIL sens	NR2E3 ag-1	NR2E3 ag-2	MITF TRPM1 inh	KKLEB cytotox	HIF-2a inh	TWEAK Fn14 block	TROY NFkB inh	CF NFkB block
O=S(=O)(c1ccccc1)C1Cc2ccccc2C1Cl (stereo unspecified)	x	-4	-2	-17	0	x	-1	3	7	11	0
OCCCN=c1cc(-c2ccccc2)oc2ccc(Cl)cc12	-88	-53	24	-143	1	-7	9	-142	-111	-122	-117
CN(c1ccccc1)C1CCCCC1NS(=O)(=O)c1ccc(Cl)cc1 (stereo unspecified)	20	23	7	-4	2	-9	-9	31	18	9	15
CCOc1cc(C)c(Cl)cc1S(=O)(=O)NCCOC	-17	1	-5	-9	-2	6	9	12	2	-14	0
Cc1nn(C)c(Cl)c1CN1CCCC(CO)(Cc2cccc(Cl)c2)C1 (stereo unspecified)	37	4	4	0	1	15	-1	18	1	14	-10
Cc1ccsc1C(=O)N1CCN(c2ncc(C(F)(F)F)cc2Cl)CC1	6	-12	7	7	0	10	1	0	-11	-1	3
Cc1nc(Oc2ccc(Cl)cc2)c2oc3ccccc3c2n1	7	-27	18	-16	-2	6	-6	5	2	-8	12
Cc1cccc(C(=O)O/N=C(\N)c2ccc(Cl)cc2)c1	-108	-232	34	-35	3	-28	12	-159	8	-21	-32
